CDK5 inh = blocks human CDK5/p35 kinase activity; Q00535+Q15078; hit rate 0.01% among 330,000; Recombinant CDK5/p35, ADP-Glo luminescence, 60 min; inhibition, % at 10 µM; AID 488839;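 active = highest replicate inhibition of at least 50% and at least 75% of replicates reaching 50%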;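 also: plate controls were DMSO neutral control for no effect and GW8510 at 10 µM for full effect; many of its hits are not listed in these tables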
Target sequence (Q00535 whole entry, looked up): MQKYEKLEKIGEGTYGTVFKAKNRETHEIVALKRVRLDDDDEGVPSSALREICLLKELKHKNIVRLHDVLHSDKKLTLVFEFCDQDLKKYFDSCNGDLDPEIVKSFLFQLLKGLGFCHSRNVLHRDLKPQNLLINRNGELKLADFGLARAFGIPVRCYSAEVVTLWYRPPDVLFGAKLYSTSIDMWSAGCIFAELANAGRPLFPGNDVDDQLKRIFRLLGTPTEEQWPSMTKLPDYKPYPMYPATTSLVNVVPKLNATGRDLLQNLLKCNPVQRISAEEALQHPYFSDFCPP
Target sequence (Q15078 whole entry, looked up): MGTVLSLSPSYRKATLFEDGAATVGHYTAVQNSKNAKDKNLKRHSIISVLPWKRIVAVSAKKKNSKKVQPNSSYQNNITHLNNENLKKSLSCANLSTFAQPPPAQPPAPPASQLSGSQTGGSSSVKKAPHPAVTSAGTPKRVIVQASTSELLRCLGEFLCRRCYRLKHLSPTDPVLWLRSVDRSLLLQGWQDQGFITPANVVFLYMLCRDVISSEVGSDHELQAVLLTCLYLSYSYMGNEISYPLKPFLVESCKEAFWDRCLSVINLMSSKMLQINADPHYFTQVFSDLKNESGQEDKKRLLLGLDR
AddAB inh = less growth of phage-infected E. coli with AddAB; E. coli expressing H. pylori AddAB, absorbance growth; inhibition, % at 11.9 µM; hit rate 0.29% among 330,000; AID 435030; in the data active = inhibition above about 12%;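 also: 0% = vehicle wells of infected cells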
DAGLB inh = blocks human DAGLB lipase activity; Q8NCG7; HEK293T DAGLB membrane lysate, EnzChek fluorogenic substrate; inhibition, % at 5.17 µM; hit rate 0.059% among 340,000; in the data active = inhibition above about 34%;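 also: 0% = enzyme with vehicle and 100% = wells lacking enzyme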
PKA-R1A act = activators of PKA-R1A complex. P00514+P68181. PKA-R1A dissociation, Cy5-IP20 fluorescence polarization; scaled: DMSO 0%, 113 µM cGMP 100%. hit rate 0.083% among 340,000. AID 504707. activation, % at 11.4 µM;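 active = percent activation above the mean of all tested compounds plus 3 SD, cut at about 19% in these data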;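 also: higher means more PKAc released from R1A so a rise in polarization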
HTR5A inv ctr = HTR5A inverse agonism, opioid heterodimer counter-screen; inhibition, % at 9.3 µM; P47898; hit rate 0.083% among 340,000; HTR5A cell line, luminescence; in the data active = inhibition mostly above about 23%, no sharp cut-off; inactive = mostly below about 18%;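 also: 0% = cells with DMSO and 100% = no-cell wells with DMSO; some compounds called inactive have numbers as strong as hits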
Target sequence (P47898 whole entry, looked up): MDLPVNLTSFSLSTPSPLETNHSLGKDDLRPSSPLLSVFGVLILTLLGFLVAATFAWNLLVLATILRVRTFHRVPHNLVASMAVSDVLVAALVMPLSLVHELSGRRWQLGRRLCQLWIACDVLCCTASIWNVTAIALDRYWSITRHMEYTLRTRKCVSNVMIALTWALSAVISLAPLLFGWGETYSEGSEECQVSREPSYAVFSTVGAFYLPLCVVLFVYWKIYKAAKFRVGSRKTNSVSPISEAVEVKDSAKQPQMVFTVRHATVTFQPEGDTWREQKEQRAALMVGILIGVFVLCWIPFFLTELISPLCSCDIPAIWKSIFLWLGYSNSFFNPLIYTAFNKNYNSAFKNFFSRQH
SUMO Mot1 rescue = SUMOylation pathway inhibition by Mot1-301 growth rescue; S. cerevisiae Mot1-301 growth rescue, ATP luminescence, 38.5C; percent above DMSO median, 100 means doubled; growth rescue, % at 18.8 µM; hit rate 1% among 320,000;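 active = every valid replicate shows activation above 250% relative to neutral control wells; inactive = the rest, any valid replicate at or below 250%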;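 also: OY570 slx delta 5 strain wells were the positive control but not used for scaling; some compounds called inactive have numbers as strong as hits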
PKA-R2B activ = PKA-R2B complex activation; AID 504700; activation, % at 11.4 µM; P22694+P31323; hit rate 0.079% among 340,000; PKA-R2B holoenzyme dissociation, Cy5-IP20 fluorescence polarization; R2B truncated from residue 108, S112A mutant; 0% DMSO only, 100% 113 µM cGMP;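 active = activation above a cutoff set at the mean over all compounds plus 3 SD, cut at about 18% in these data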;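 also: higher means more holoenzyme dissociation and a rise in polarization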
phage Ecoli inh = E. coli growth loss with phage present. growth absorbance. inhibition, % at 11.9 µM. hit rate 0.26% among 360,000; in the data active = inhibition above about 11%
HTR5A ag ctr = activates human HTR5A in OPRM1-OPRD1 agonist counter-screen. HTR5A agonist assay, luminescence, cell-based. activation, % at 9.3 µM. hit rate 0.61% among 340,000. AID 504692; in the data active = activation mostly above about 9.5%, no sharp cut-off; inactive = mostly below about 7.6%;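 also: 0% = cells with vehicle only and 100% = reference agonist; strong numbers were not always called active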
Ecoli viability = counter-screen for AddAB inhibitors: E. coli growth inhibition; E. coli V3065 growth, OD600 absorbance, 18 h; inhibition, % at 11.9 µM; hit rate 0.27% among 330,000; AID 449728;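 active = inhibition above the campaign's mean inhibition across all tested compounds plus 3 SD, cut at about 9.9% in these data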;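 also: uninfected addAB+ strain grown without phage in ampicillin broth; 0% = DMSO wells and 100% = ciprofloxacin 0.95 µg/ml wells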
Tat transport = E. coli Tat transport inhibition; E. coli MC4100 TorA-mCherry Tat export, fluorescence; inhibition, % at 10 µM; hit rate 0.036% among 340,000;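 active = mean replicate inhibition at least 50% and at least half of replicates individually reaching 50%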;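 also: exported cargo escapes ClpAP degradation while cytoplasmic cargo is degraded and loses fluorescence; 0% = median of neutral control wells and 100% = median of NaSCN control wells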
An asterisk follows results filed as active; . = no result given.

No.	mol	PKA-R1A act	phage Ecoli inh	AddAB inh	CDK5 inh	SUMO Mot1 rescue	HTR5A ag ctr	Tat transport	DAGLB inh	Ecoli viability	HTR5A inv ctr	PKA-R2B activ
1	Cc1cc(C)cc(OCC(=O)N/N=C/c2ccco2)c1	-6	0.5	1.0	-2.8	90	0	-1	-5	-0.2	-15	-4
2	O=c1cc(O)c2c(=O)n(-c3ccccc3)c3c(c2o1)CCCCCC3	6	3.7	3.4	1.3	-9	1	-1	10	-1.9	4	0
3	O=C(CC1C(=O)NCCN1C(=O)Nc1ccccc1)Nc1cccc(C(F)(F)F)c1 (stereo unspecified)	-5	2.0	-1.3	-0.1	.	2	-7	2	-0.1	-50	-1
4	O=C(C[C@@H]1NS(=O)(=O)OC2CCCCC21)c1ccccc1 (stereo partly specified)	0	1.6	-1.0	-2.2	6	-2	3	-2	1.8	6	3
5	COc1ccc(CCNc2ncnc3cc(OC)c(OC)cc23)cc1OC	3	5.0	.	1.5	.	0	-2	0	.	-1	-12
6	Cc1ccc(NC(=O)CC(O)(C(F)(F)F)C(F)(F)F)c(Br)c1	-20	-1.3	2.8	-1.1	1	-3	-4	-6	0.3	-7	-18
7	Cc1cccc(NS(=O)(=O)c2cc3c(cc2C)N(C)CCO3)c1	4	2.1	-4.3	-0.8	-9	0	-8	2	0.5	-1	2
8	Cc1ccc(N2C(=O)CC(N(O)C3CC(=O)N(c4ccc(C)cc4)C3=O)C2=O)cc1 (stereo unspecified)	-5	1.2	-0.4	1.9	-5	-2	0	1	-2.0	6	-7
9	CCc1nc(SCC(=O)NNC(=O)C2CCCCC2)c2ccccc2n1	0	1.7	0.0	-0.7	.	-2	-3	-3	-0.2	4	5
10	Cc1ccc(C(=O)N/C(=C/c2cccc([N+](=O)[O-])c2)C(=O)NCC2CCCO2)cc1 (stereo unspecified)	-3	4.4	-0.2	1.1	-8	2	-7	0	-1.2	8	8
11	Cc1cc(C)c2cc(CN(CCCO)S(=O)(=O)c3ccccc3F)c(=O)[nH]c2c1	5	-1.0	3.8	-0.9	-14	-2	-2	0	-0.2	-17	-8
12	COC(=O)CSC1=C(C#N)C(c2ccc(C)cc2)C2=C(CCCC2=O)N1 (stereo unspecified)	-6	0.4	-1.2	-0.4	5	3	5	-1	1.0	-9	0
13	NS(=O)(=O)c1ccc(NC(=O)COC(=O)c2ccco2)cc1	4	2.7	-0.6	-0.4	-11	0	0	0	0.2	5	11
14	COc1ccc(S(=O)(=O)N2CCCCCC2)cc1C(=O)NCc1ccccc1Cl	-3	3.4	.	-0.2	.	1	-11	0	.	1	5
15	COc1cc(C)c(C)cc1S(=O)(=O)N1CCCCC1c1cccnc1 (stereo unspecified)	-10	0.5	2.3	-0.4	-9	4	6	0	1.4	-17	-10
16	O=C(/C=C/Nc1ccc(S(=O)(=O)Nc2ncccn2)cc1)c1ccc(Cl)c(Cl)c1	2	3.0	1.4	-2.3	-7	5	-2	0	-1.2	-20	-11
17	CCN(CC)S(=O)(=O)c1ccc(C)c(NC(=O)CNc2cccc(S(=O)(=O)N3CCCC3)c2)c1	-12	4.1	-1.5	0.0	.	1	0	-2	-3.6	-3	-5
18	O=c1c2ccc(Cl)cc2[nH]c(=S)n1CCCN1CCOCC1	-4	2.0	3.7	-2.5	-13	-1	-1	-1	-0.7	3	3
19	CCOc1ccc(C(C)NC(=S)NC2CCCCC2)cc1OCC (stereo unspecified)	15	2.7	-0.6	-1.0	7	1	-9	0	0.3	-39	-3
20	COc1cc2nc(CN(CCC(C)C)Cc3nc4cc(OC)c(OC)cc4c(=O)[nH]3)[nH]c(=O)c2cc1OC	-9	0.9	2.0	0.3	-15	2	-8	0	-1.4	-7	0
21	COc1ccc(CC(=O)Nc2cccc(SC)c2)cc1	-12	4.5	-0.3	1.6	7	-1	-7	0	-0.7	2	0
22	CCOC(=O)c1nncc(-c2ccccc2)n1	12	1.4	3.7	-0.4	3	1	-12	0	-0.6	16	-5
23	COc1ccc(NC(=O)CSc2nnc(Cn3cnc4ccccc43)o2)cc1	-10	2.0	0.6	1.5	118	5	4	-4	-1.7	-37	-4
24	O=C(O)CC1C(=O)NCCN1Cc1cccs1 (stereo unspecified)	16	3.7	-2.1	0.6	-6	-2	3	-1	1.1	5	5
25	O=C(Nc1cccc(O)c1)c1ccccc1	-1	0.2	0.6	0.3	-3	-5	8	3	1.8	-40	-9

Excerpt: nos. 24 to 25
No.	mol	PKA-R1A act	phage Ecoli inh	AddAB inh	CDK5 inh	SUMO Mot1 rescue	HTR5A ag ctr	Tat transport	DAGLB inh	Ecoli viability	HTR5A inv ctr	PKA-R2B activ
24	O=C(O)CC1C(=O)NCCN1Cc1cccs1 (stereo unspecified)	16	3.7	-2.1	0.6	-6	-2	3	-1	1.1	5	5
25	O=C(Nc1cccc(O)c1)c1ccccc1	-1	0.2	0.6	0.3	-3	-5	8	3	1.8	-40	-9

Returning to the listing, repeating the 5 entries before the break.
No.	mol	PKA-R1A act	phage Ecoli inh	AddAB inh	CDK5 inh	SUMO Mot1 rescue	HTR5A ag ctr	Tat transport	DAGLB inh	Ecoli viability	HTR5A inv ctr	PKA-R2B activ
21	COc1ccc(CC(=O)Nc2cccc(SC)c2)cc1	-12	4.5	-0.3	1.6	7	-1	-7	0	-0.7	2	0
22	CCOC(=O)c1nncc(-c2ccccc2)n1	12	1.4	3.7	-0.4	3	1	-12	0	-0.6	16	-5
23	COc1ccc(NC(=O)CSc2nnc(Cn3cnc4ccccc43)o2)cc1	-10	2.0	0.6	1.5	118	5	4	-4	-1.7	-37	-4
24	O=C(O)CC1C(=O)NCCN1Cc1cccs1 (stereo unspecified)	16	3.7	-2.1	0.6	-6	-2	3	-1	1.1	5	5
25	O=C(Nc1cccc(O)c1)c1ccccc1	-1	0.2	0.6	0.3	-3	-5	8	3	1.8	-40	-9
26	CC1CCCCN1S(=O)(=O)c1ccc(C(=O)Nc2nnc(C3CC3)o2)cc1 (stereo unspecified)	1	-3.4	-2.1	-2.7	5	-2	-3	3	-1.5	8	-4
27	Cc1ccc(SCc2cn3cc(Cl)ccc3n2)cc1	-3	0.6	-0.4	2.4	15	8	6	-6	3.8	23	2
28	O=C(CN(C(=O)C1COc2ccccc2O1)c1ccccc1)NCC1CCCO1 (stereo unspecified)	6	-1.3	-0.1	2.3	23	-2	-2	-2	0.1	6	-1
29	Cc1ccc(OCCNC(=O)Cn2cnc3c(=O)n(C)c(=O)n(C)c32)cc1C	14	0.6	0.5	-0.3	20	.	7	-2	0.2	.	7
30	COc1ccc2nc(-c3ccccc3)[nH]c(=O)c2c1	8	2.1	.	0.7	.	2	2	-2	.	-7	-6
31	COc1ccccc1/C=C/C1(C(=O)NC2CCCC2)CC(=O)N1c1ccccc1 (stereo unspecified)	-4	2.3	4.4	-1.3	13	5	1	-1	0.7	17	-1
32	O=C(NCc1ccncc1)c1cc(-c2ccc(Cl)cc2)oc1C(F)(F)F	-15	-2.2	0.9	-0.8	10	8	2	0	0.5	17	3
33	CCc1nnc(NC(=O)CN2CCN(Cc3ccccc3C)CC2)s1	8	2.5	4.1	1.2	-6	0	18	-1	0.3	-1	5
34	O=C(COC(=O)c1cccc(S(=O)(=O)N2CCOCC2)c1)Nc1ccc2c(c1)OCO2	-8	2.4	1.5	-1.0	-8	6	3	-2	-0.2	-20	3
35	Cc1cccc(C)c1OCc1cc(C(=O)NCc2ccc(Cl)s2)no1	-9	1.0	1.0	-0.4	1	2	2	-8	1.9	-7	5
36	Cc1ccc(Cl)cc1Nc1nc(-c2sc(NC(=O)C(C)(C)C)nc2C)cs1	-3	2.8	0.6	-1.2	-22	-1	8	4	0.5	-35	-9
37	CCOc1ccccc1CNC(=O)Cn1ccc2cc(S(=O)(=O)N3CCC(C)CC3)ccc21	1	.	0.6	.	282	5	7	-4	0.1	-11	-3
38	O=C(COC(=O)c1cc(Cl)ccc1O)Nc1cc(C(F)(F)F)ccc1N1CCOCC1	3	3.2	-1.4	-1.1	-1	2	2	-2	1.9	-9	-7
39	CN(Cc1ccsc1)C(=O)CCc1nnc(CCCc2ccccc2)o1	4	0.5	0.8	1.8	-14	2	-1	0	1.2	-8	3
40	O=C(CC12CC3CC(CC(C3)C1)C2)NCC(c1ccc(F)cc1)N1CCOCC1 (stereo unspecified)	3	1.8	1.0	1.8	.	2	4	0	-0.9	-6	10
41	Cc1cnc(NC(=O)Cn2cnc3c2c(=O)n(C)c(=O)n3C)s1	-1	0.9	0.4	0.0	1	.	-1	2	0.8	.	11
42	COc1ccc(N(CC(=O)N2CCCCCC2)S(C)(=O)=O)cc1Cl	1	1.8	6.5	-2.8	12	1	-8	-2	0.9	-2	0
43	CCOc1ccc(-c2c(C(=O)N/N=C/c3ccccc3)nnn2-c2nonc2N)cc1	-4	2.7	3.3	-0.4	13	-3	3	-1	-2.3	-4	-1
44	Cc1ccc(S(=O)(=O)NCCC(=O)N2CCOCC2)cc1C	-3	3.0	0.6	0.3	152	1	0	3	2.1	-13	-7
45	COc1ccc(NC(=O)CC(Cc2ccccc2)C(=O)O)cc1 (stereo unspecified)	-4	2.6	-1.2	0.0	282*	-2	4	-1	-0.7	18	0
46	COC(=O)c1cc(NC(=O)CSC2=NCCS2)cc(C(=O)OC)c1	-4	0.3	-2.1	0.2	124	1	7	0	-4.7	-23	-4
47	CCn1c2ccccc2c2cc(NC(=O)CC(C)=O)ccc21	0	1.7	2.8	0.9	4	2	-5	1	-0.9	-5	-7
48	CCOc1cc(C2C3=C(CCCC3=O)N(CCC(=O)O)C3=C2C(=O)CCC3)ccc1OS(=O)(=O)c1ccc(C)cc1	9	4.3	-0.2	0.1	6	1	-4	1	-0.6	-23	-2
49	COc1ccc(OCCOC(=O)CN2C(=O)NC3(CCCC3)C2=O)cc1	-3	2.5	3.7	-2.2	198	8	-2	0	2.3	-23	-3
50	Cc1ccc(C2CC(C(F)F)n3ncc(C(=O)Nc4cnn(Cc5ccccc5C)c4)c3N2)cc1 (stereo unspecified)	-3	-0.7	-2.1	1.0	-19	0	9	2	-1.0	-31	9

Limited to HTR5A ag ctr and Ecoli viability, for two of the compounds above:
no.	Structure	HTR5A ag ctr	Ecoli viability
36	Cc1ccc(Cl)cc1Nc1nc(-c2sc(NC(=O)C(C)(C)C)nc2C)cs1	-1	0.5
37	CCOc1ccccc1CNC(=O)Cn1ccc2cc(S(=O)(=O)N3CCC(C)CC3)ccc21	5	0.1
